Screens from PubChem.
Akt phos inh – inhibitors of Akt phosphorylation; 0.32% of 360,000 active; Neuro2A IGF-stimulated pAkt S473 HTRF, 20 min; stronger effect = lower value; activity change, % for hits at 50 µM; AID 651550; in the data active = activity change below about -80%; inconclusive = mostly about -51% to -80%; also: % is scaled to controls: 0 for no effect and ±100 for the full control effect
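Neuro2A cells (4,500/well, DMEM with 0.5% FBS) were treated with compound at a single 50 µM final concentration, stimulated with 6 nM IGF for 20 min at 37 °C, and lysed. Phospho-Akt Ser473 was read by HTRF as 665/615 ratio ×10^4.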
Nrf2 ARE act – Nrf2 pathway activation | Potency, µM (doses to about 46.1 µM), for inactives: top-dose activation, usual class: activators | 0.31% of 410,000 active | AREc32 ARE-luciferase reporter (MCF7-derived line), luminescence, 24 h; also: potency is read from the fitted curve at half-maximal effect; % of control where 0% means no effect; nearly all actives have a fitted effect of over 65% in size
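AREc32_Fluc, 1000 cells/well, OPTI-MEM + 5% FBS, o/n 37 deg C 5% CO2; 23 nL cpd by pin tool, 24 hr; Steady-Glo 30 min RT, luminescence.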
EPAC2 agonist – activates human EPAC2 exchange factor. AID 720711. Potency, µM (titrated, usually from 154 µM), for the others: at the highest dose activation, most hits filed as activators. EPAC2 activation, biochemical qHTS; response scale: 100% = 6.5 mM cAMP response. 0.079% of 360,000 active. Q8WZA2; also: potency is read from the fitted curve at half-maximal effect; nearly all actives have a fitted effect of over 50% in size
Target sequence (Q8WZA2 whole entry, looked up): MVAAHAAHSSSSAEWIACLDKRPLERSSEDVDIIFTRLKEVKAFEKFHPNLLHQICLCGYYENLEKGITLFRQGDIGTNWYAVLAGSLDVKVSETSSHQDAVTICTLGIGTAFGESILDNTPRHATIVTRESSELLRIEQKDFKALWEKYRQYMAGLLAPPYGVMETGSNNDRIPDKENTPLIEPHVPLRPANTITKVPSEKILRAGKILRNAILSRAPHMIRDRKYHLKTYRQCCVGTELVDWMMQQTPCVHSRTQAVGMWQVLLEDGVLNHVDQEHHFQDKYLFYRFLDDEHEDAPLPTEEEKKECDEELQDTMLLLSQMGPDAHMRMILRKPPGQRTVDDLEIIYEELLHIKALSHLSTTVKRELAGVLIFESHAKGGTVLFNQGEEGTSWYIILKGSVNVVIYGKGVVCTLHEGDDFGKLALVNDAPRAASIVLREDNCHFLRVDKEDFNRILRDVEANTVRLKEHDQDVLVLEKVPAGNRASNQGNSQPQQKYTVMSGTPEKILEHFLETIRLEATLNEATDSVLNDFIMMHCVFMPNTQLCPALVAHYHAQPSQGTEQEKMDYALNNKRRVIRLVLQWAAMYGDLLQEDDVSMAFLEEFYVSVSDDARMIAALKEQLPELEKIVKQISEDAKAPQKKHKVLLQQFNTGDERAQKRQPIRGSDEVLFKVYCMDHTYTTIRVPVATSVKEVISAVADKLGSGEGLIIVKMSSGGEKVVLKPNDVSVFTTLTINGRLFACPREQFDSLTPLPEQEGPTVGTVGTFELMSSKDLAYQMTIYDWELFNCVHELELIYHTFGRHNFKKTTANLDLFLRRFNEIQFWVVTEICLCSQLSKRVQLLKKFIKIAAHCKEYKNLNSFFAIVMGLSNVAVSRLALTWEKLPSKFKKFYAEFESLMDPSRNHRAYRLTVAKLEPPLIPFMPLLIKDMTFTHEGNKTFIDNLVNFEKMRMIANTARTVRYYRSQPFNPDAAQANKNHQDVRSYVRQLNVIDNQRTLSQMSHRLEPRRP
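In this primary screen, activation is scored as increased exchange of BODIPY-GDP from Rap1B by 100 nM EPAC2, with 50 uM GDP as competitor. Signal is normalized to the 6.5 mM cAMP agonist control.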
MmCpn inh – blocks the Methanococcus maripaludis chaperonin Mm-Cpn | AID 504842 | purified Mm-Cpn ATPase, ADP Transcreener TR-FRET | 0.031% of 330,000 active | Potency, µM (titrated, usually from 76.9 µM), without a hit: at the top dose activity, negative = inhibition, hits mostly inhibitors; also: potency is read from the fitted curve at half-maximal effect; % is scaled to controls: 0 for no effect and ±100 for the full control effect; nearly all actives have a fitted effect of over 80% in size
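Purified archaeal chaperonin (25 nM final) was preincubated with compound for 10 min at 37°C, then ATP (10 uM final) was added for 30 min at 37°C in Tris pH 7.4/KCl/MgCl2/DTT buffer. ADP was quantified by HTRF Transcreener TR-FRET.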
A549 viability – A549 cytotoxicity, counter-screen for Nrf2 inhibitors; 0.16% of 390,000 active; A549 ARE-Fluc cells, CellTiter-Fluor viability, 18-24 h; Potency, µM (series often up to 46 µM), inactives show at the highest dose activity change, negative = cytotoxicity, actives largely listed as inhibitors; also: potency is read from the fitted curve at half-maximal effect; % is scaled to controls: 0 for no effect and ±100 for the full control effect
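A549 ARE_Fluc cells in 5% FBS OPTI-MEM were exposed to compounds in concentration-response for 18-24 h at 37 deg C. Viability was read by CellTiter-Fluor fluorescence (Ex 405/Em 525) after 30 min, before the luciferase read.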
CCT modulator – changes cytosolic chaperonin activity. purified chaperonin ATPase assay, HTRF ADP detection, 30 min. activity change, % (concentration not given with the values), hits read low. 0.3% of 360,000 active; in the data active = activity change below about -30%; also: % is scaled to controls: 0 for no effect and ±100 for the full control effect
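TRiC at 40 or 20 nM final (batch-dependent) in 30 mM Tris pH 7.4, 100 mM KCl, 5 mM MgCl2, 1 mM DTT, with compound at single 76 uM and 10 uM ATP, 30 min at 37 deg C. ADP detected by HTRF Transcreener, 665/615 ratio.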
EPAC2 antag – antagonists of human EPAC2; Potency, µM (top dose mostly 114 µM), for the others: top-dose activity, negative = inhibition, actives largely listed as inhibitors; 0.18% of 360,000 active; Q8WZA2; EPAC2 GEF exchange of Rap1B-BODIPY-GDP, fluorescence; AID 720708; also: potency is read from the fitted curve at half-maximal effect; % is scaled to controls: 0 for no effect and ±100 for the full control effect; nearly all actives have a fitted effect of over 45% in size; many of its hits are not listed in these tables
Nrf2 inh – inhibitors of Nrf2 signaling. AID 504444. Potency, µM (highest dose often 46 µM), inactives show at the highest dose activity change, negative = inhibition, most hits filed as inhibitors. 2.1% of 360,000 active. A549 ARE-Fluc reporter, luciferase luminescence, 18-24 h; also: potency is read from the fitted curve at half-maximal effect; % is scaled to controls: 0 for no effect and ±100 for the full control effect; nearly all actives have a fitted effect of over 60% in size
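In this cell-based qHTS, ARE-driven firefly luciferase in A549 cells reports Nrf2 activity; the luminescent signal after BugLite lysis is the measured value, with a prior CellTiter-Fluor read for cell health.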
TGFb SMAD3 inh – inhibitors of TGF-b signaling. HepG2 CAGA-GFP TGF-b/SMAD3 reporter, GFP fluorescence, 18 h; TGF-beta stimulated, 500 pg/mL final. Potency, µM (top dose mostly 46.1 µM), for the others: at the highest dose activity, negative = inhibition, most hits filed as inhibitors. 1.2% of 410,000 active. AID 588855; also: potency is read from the fitted curve at half-maximal effect; % is scaled to controls: 0 for no effect and ±100 for the full control effect; nearly all actives have a fitted effect of over 65% in size
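Inhibition of TGF-beta-driven CAGA-GFP reporter expression in HEPG2 cells is measured by cellular GFP fluorescence after 18 h stimulation with 500 pg/mL recombinant TGF-beta in 1% FBS medium at 37 degrees C.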
An asterisk follows results filed as active; i = inactive; ? = inconclusive; nt = no result given; & = joins results of further samples; [ ] = remark or other dose. Unless noted, calls follow the shape of the dose curve; as a rule, active = well fitted curve in the direction sought with a large enough effect; inconclusive = small, poorly fitted or top-dose-only effect, or another doubt; inactive = no such curve, though single readings can be large; an effect the other way counts as inactive or inconclusive.

SMILES	Akt phos inh	Nrf2 ARE act	EPAC2 agonist	MmCpn inh	A549 viability	CCT modulator	EPAC2 antag	Nrf2 inh	TGFb SMAD3 inh
CC[C@]12c3[nH]c4ccc(OC)cc4c3CCN1C(=O)C(CC(=O)NCCCn1ccnc1)C[C@@H]2C(=O)N1CCN(C(=O)C2CC2)CC1 (some centres not stated)	i	-0.4%	2%	-2%	-6%	-5.8	10%	21%	-6%
COc1cc(/C=N/Nc2nc(C)cc(C)n2)cc(OC)c1OC	i	-0.3%	4%	1%	-2%	-4.3	4%	-17%	0%
Cc1c(Cl)ccc2sc(NC(=O)C3CC3)nc12	i	19%	22%	-1%	12%	0.5	-8%	0%	-9%
CCc1ccccc1NC(=O)Cn1nc(C(F)(F)F)c2c1CCCC2	nt	0.8%	nt	nt	-12%	nt	nt	3%	-29%
CC(NC(=O)Cc1ccccc1)c1nc2ccccc2[nH]1 (configuration not stated)	i	0.3%	9%	0%	7%	-0.7	6%	-18%	0%
O=C(CN1CCN(S(=O)(=O)c2ccc(F)cc2)CC1)N1CCOCC1	i	-0.9%	13%	-3%	-2%	-0.1	11%	1%	17%
CCCCN(C)CCCNC(=O)c1cc(-c2ccc(Br)s2)nc2ccccc12	nt	5.3%	nt	nt	1%	nt	nt	6%	-28%
CCc1nn(CC(=O)N2CCN(c3ccc(OC)cc3)CC2)c(=O)c2cc3occc3n12	i	-0.6%	6%	-6%	0%	-1.5	3%	-6%	-3%
CCC(=O)Nc1cc2nn(-c3ccc(C)cc3)nc2cc1C	i	-0.8%&0.8%	1%	2%	-8%&-2%	-1.5	-2%	?	5%&-4%
COc1ccc(F)cc1CN1CCN(c2ncnc3scc(-c4ccccc4)c23)CC1	i	0.7%	11%	1%	-2%	-3.0	-13%	?	0%
COc1ccc(S(=O)(=O)N(CCc2ccccc2)CC(=O)N2CCOCC2)cc1	i	0.3%	-7%	-1%	-5%	-3.7	2%	3%	15%
CC(=O)Nc1cccc(-c2ccnc3c2CC(C)(C(=O)Nc2cccc(C(C)=O)c2)O3)c1 (configuration not stated)	i	0.0%[9.22 µM]	1%	nt	nt	0.4	11%	nt	-1%
COCCOC(=O)C1=C(C)NC(=O)NC1c1c(Cl)nc2ccccn2c1=O (configuration not stated)	i	0.2%	8%	0%	-5%	-3.6	0%	-26%	10%
CCCCOC(=O)c1cc(-c2ccc(/C=N/n3cnnc3)o2)ccc1Cl	i	0.7%	-5%	nt	13%	-1.1	-5%	2%	-31%
CC(C)c1ccc(/C=C/C(=O)N2CCc3ccccc3C2)cc1	i	0.3%	-6%	2%	0%	1.3	-5%	2%	0%
COCCN1CCN(C(=O)c2cc(COc3ccc(F)c(F)c3)on2)CC1	i	0.5%	9%	-2%	8%	-1.6	0%	14%	-11%
O=C(N/N=C/c1ccccn1)c1cccc(S(=O)(=O)Nc2ccccc2Cl)c1	i	-0.5%	7%	0%	-1%	-4.2	0%	?	-12%
Cc1nn(-c2ccccc2)c(C)c1/C=N/NC(=O)c1cc(-c2cccc3ccccc23)n[nH]1	i	0.7%	3%	0%	-6%	-2.6	1%	-11%	-23%
Cc1cccn2c(=O)c(/C=C3\SC(=S)N(CC(C)C)C3=O)c(NCCCOC(C)C)nc12	i	1.0%	?	0%	4%	-2.1	39%[activator][57.1 µM]	?	8%
O=C(CSc1ncn[nH]1)N1CCCCC1	i	-0.6%	-1%	0%	1%	1.1	1%	8%	1%
CC1(C(=O)NCc2ccc3c(c2)OCO3)CCN1Cc1csc2ccccc12 (configuration not stated)	i	6.6%	16%	nt	nt	-0.5	-27%	nt	11µM*
COc1ccc(CCNC(=O)c2ccc3c(c2)CCN3S(C)(=O)=O)cc1	nt	0.1%	nt	nt	3%	nt	nt	-17%	-19%
O=C(CSc1ccccc1)NCC1(N2CCOCC2)CCCCC1	i	-0.4%	-2%	-1%	-5%	-2.8	16%	-12%	-23%
CCCc1c(O)nc(SCC(=O)NCc2ccco2)[nH]c1=O	i	-0.2%	-10%	0%	4%	0.8	4%	-4%	7%
COc1cc2c(=O)n(Cc3ccco3)c(=O)n(CC(=O)Nc3ccc(F)cc3)c2cc1OC	nt	-0.6%	nt	nt	-15%	nt	nt	?	-5%
Remaining list, next part.
SMILES	Akt phos inh	Nrf2 ARE act	EPAC2 agonist	MmCpn inh	A549 viability	CCT modulator	EPAC2 antag	Nrf2 inh	TGFb SMAD3 inh
COc1ccc(CCNC(=O)COC(=O)c2ccc(F)c(S(=O)(=O)N3CCOCC3)c2)cc1	i	-0.7%	9%	1%	0%	-1.5	-1%	10%	1%
N=C(N)CCCOc1ccccc1-c1ccccc1	i	-0.4%	6%	0%	10%	-2.3	3%	-3%	-17%
CCOc1ccc(S(=O)(=O)N(CC(=O)N/N=C/c2cccs2)c2ccc(C)cc2)cc1	i	0.2%	20%	-2%	7%	0.0	-12%	-30%	-4%
CC(C)CCCN1C(Nc2ccccc2)=NC[C@@H]1Cc1ccccc1	i	3.7%	0%	-2%	-7%	-0.9	0%	0%	-7%
CC(=O)C1=C(C)NC(SCC(=O)Nc2nccs2)=C(C#N)C1c1ccccc1Cl (configuration not stated)	i	1.0%	9%	1%	10%	2.1	-7%	?	-4%
CCOC(=O)Cn1nnnc1C	i	-0.4%	3%	0%	-2%	-3.3	1%	-7%	12%
CNS(=O)(=O)c1cccc(C(=O)OCC(=O)N2c3ccccc3NC(=O)C2(C)C)c1	i	-0.5%	9%	1%	10%	-0.2	3%	-5%	25%
CCOCCCNC1=C(Cl)C(=O)c2ccccc2C1=O	i	13%	4%	2%	-16%	-3.8	7%	?	?
COc1ccc(NC2CCCN(C(=O)c3ccc(C(C)=O)cc3)C2)cc1 (configuration not stated)	i	0.3%	5%	1%	9%	1.3	-1%	0%	-4%
CCCCN(C)CCCNC(=O)c1cn(CC)c2ccc(S(=O)(=O)N3CCc4ccccc4C3)cc2c1=O	i	0.2%&0.5%	-2%	-5%	-6%&-3%	-59*	1%	18%&9%	?
COc1ccc(N/C(=N/c2nc(C)cc(C)n2)NC(=O)c2ccccc2)cc1	i	-0.3%	4%	0%	-10%	-0.1	5%	17%	14%
O=C(O)c1cc(S(=O)(=O)N2CCN(S(=O)(=O)c3ccccc3)CC2)ccc1Cl	i	-0.2%	6%	-1%	1%	-0.1	18%	-16%	-8%
Cc1cc(=O)oc2cc(O)cc(OCc3ccccc3)c12	i	2.5%	0%	nt	0%	1.4	18%	6%	?
CC(C)COc1cccc(-c2cc(C(=O)Nc3ccon3)c3ccccc3n2)c1	i	3.8%	15%	-8%	1%	-16	11%	?	-21%
COc1ccc2nc(SCC(=O)NC(C)C)[nH]c2c1	i	1.3%	0%	-3%	16%	0.3	-3%	?	-3%
CCc1n(CC(O)COCC2CC=CCC2)c2ccccc2[n+]1C (configuration not stated)	i	-0.3%	13%	3%	-4%	-13	6%	-11%	-10%
CCNC(=O)NC(=O)C(C)OC(=O)CCS(=O)(=O)c1ccc(C)cc1 (configuration not stated)	i	0.1%	-1%	-3%	3%	0.0	-1%	-4%	2%
c1ccc(-c2csc3ncn4cnnc4c23)cc1	i	-0.2%	-3%	-22%	nt	1.2	-5%	?	0%
CC(=O)N1c2ccc(S(=O)(=O)NCCc3ccccc3)cc2CC1C (configuration not stated)	nt	1.9%	6%	-5%	3%	-0.3	?	?	?
NC(=O)C1CCN(c2oc(-c3ccccc3)nc2S(=O)(=O)c2ccc(Br)cc2)CC1	i	0.7%	12%	-10%	3%	-0.5	-7%	-30%	20%
CCOc1ccc(N(C(=O)c2ccc(OC)cc2)S(=O)(=O)c2ccc3c(c2)n(C)c(=O)n3C)cc1	nt	0.7%	nt	nt	-8%	nt	nt	12%	28%
CCOC(=O)C1C(=O)NC(c2ccccc2)=NC1c1ccc(C(C)C)cc1 (configuration not stated)	i	2.4%	5%	-1%	-1%	4.0	26%	-14%	5%
Cc1ccc2nc(C(=O)N3CCc4c([nH]c5ccccc45)C3c3ccccn3)cn2c1 (configuration not stated)	i	4.4%	18%	1%	-5%	-0.9	-13%	-15%	?
Cc1cccc(C(=O)N/C(=C\c2ccco2)C(=O)N2CCCC2)c1	nt	0.3%	5%	0%	-4%	-1.0	5%	?	2%
CCOC(=O)N1CCC(NC(=O)c2cccnc2SC)CC1	i	-0.1%	3%	0%	3%	2.6	12%	7%	0%
The listing continues.
SMILES	Akt phos inh	Nrf2 ARE act	EPAC2 agonist	MmCpn inh	A549 viability	CCT modulator	EPAC2 antag	Nrf2 inh	TGFb SMAD3 inh
N#CCCn1cc(C(=O)Nc2ccc([N+](=O)[O-])cc2)c(-c2cccs2)n1	i	1.9%	9%	-3%	1%	3.2	9%	11%	0%
COc1ccc(COC(=O)NNC(=O)c2ccccc2Cl)cc1	i	2.1%	5%	1%	-13%	-3.9	-3%	2%	-11%
Cc1ccc(NC(=O)CSc2nnc(N)s2)c([N+](=O)[O-])c1	i	2.0%	6%	5%	0%	-0.3	5%	-21%	24%
COC(=O)c1ccccc1NC(=O)C1CCCN(c2nnc(C)c3c(C)n(-c4ccccc4)nc23)C1 (configuration not stated)	nt	-0.8%	nt	nt	0%	nt	nt	?	-2%
CCOC(=O)CNC(=O)CSc1nnnn1-c1cc(C)ccc1C	i	0.3%	-3%	0%	-2%	1.5	-1%	6%	-4%
Cc1nnc(SCC(=O)Nc2nccs2)o1	i	-0.5%	2%	0%	6%	-0.9	4%	0%	-27%

Only part of the results is shown, so the mix of outcomes need not match the whole.
